Screening results as filed in PubChem BioAssay.
yeast sgs1 mgt1: NCI yeast anticancer drug screen, S. cerevisiae sgs1 mgt1 strain. AID 161, 2004. 10% of 78,000 active. % growth inhibition at 50 µM;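 further: 0% = growth of vehicle-only cultures of the same strain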
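Yeast cells carrying a defined DNA-repair defect were exposed to test compounds. Growth inhibition was measured relative to vehicle-treated controls.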
yeast cln2 rad14: NCI yeast anticancer drug screen, S. cerevisiae cln2 rad14 strain; 8.3% of 78,000 active; AID 165, 2004; growth inhibition, % at 50 µM;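 further: 0% = growth of vehicle-only cultures of the same strain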
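Relative to vehicle controls, growth inhibition of compound-treated cln2 rad14 yeast was recorded.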
yeast mlh1 rad18: NCI yeast anticancer drug screen, S. cerevisiae mlh1 rad18 strain. 11% of 79,000 active. % growth inhibition at 50 µM;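 further: 0% = growth of vehicle-only cultures of the same strain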
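In this whole-cell yeast screen, a strain with altered DNA damage repair is challenged with compound, and its growth is measured against matched vehicle-treated controls.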
yeast bub3: NCI yeast anticancer drug screen, S. cerevisiae bub3 mutant strain; 9.9% of 78,000 active; growth inhibition, % at 50 µM; AID 167, 2004;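 further: 0% = growth of vehicle-only cultures of the same strain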
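Compounds were applied to a genetically altered yeast strain carrying a cell-cycle control defect. Growth inhibition was scored against vehicle-treated controls.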
yeast mec2-1: NCI yeast anticancer drug screen, S. cerevisiae mec2-1 strain; growth inhibition, % at 50 µM; 9% of 79,000 active;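 further: 0% = growth of vehicle-only cultures of the same strain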
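Compounds were applied to mec2-1 yeast cells. Their growth was then compared with that of vehicle-treated cultures to give growth inhibition.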
rad50: NCI yeast anticancer drug screen, S. cerevisiae rad50 strain; AID 155, 2004; growth inhibition, % at 50 µM; 10% of 79,000 active;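 further: 0% = growth of vehicle-only cultures of the same strain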
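Compounds were tested on a yeast strain with an engineered DNA damage repair alteration; the reported value is growth inhibition normalised to vehicle treatment.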
An asterisk follows results filed as active; & = joins results of further samples. No stated cut-off is given here; in the data, active means growth inhibition above about 70%; inactive means the rest.

Molecule,yeast sgs1 mgt1,yeast cln2 rad14,yeast mlh1 rad18,yeast bub3,yeast mec2-1,rad50
COC(=O)CNP(=O)(NCC(=O)OC)N(CCCl)CCCl,-19,5,6,-2,-15,-8
O=C1NCN(c2ccccc2)C12CCN(CC1COc3ccccc3O1)CC2 (configuration not stated),-13,24,25,17,-8,-36
O=c1[nH]c(=S)[nH]c(O)c1/C=C1\C=CC=N1,-3,2,-14,3,-4,-23
COc1ccc(C(=O)/C=C/c2ccccc2)cc1,30,2,19,42,-7,2
COc1cc2[nH]cc(CN(C)C)c2cc1OC,-11,-19,-7,0,-1,3
COc1c2c(cc3c1OCO3)CCN(C)C2,-5,0,-11,8,12,-2
COc1cc2c(cc1OC)C1CC(OC(=O)c3ccccc3)(c3nccc4cc(OC)c(OC)cc34)CCN1CC2 (configuration not stated),21,5,32,-1,14,27
CC(=O)CC[N+]1=CC2CCCC(C2)C1 (configuration not stated),-5,6,-10,6,-2,15

Next section, starting with the last three of the part before.
Molecule,yeast sgs1 mgt1,yeast cln2 rad14,yeast mlh1 rad18,yeast bub3,yeast mec2-1,rad50
COc1c2c(cc3c1OCO3)CCN(C)C2,-5,0,-11,8,12,-2
COc1cc2c(cc1OC)C1CC(OC(=O)c3ccccc3)(c3nccc4cc(OC)c(OC)cc34)CCN1CC2 (configuration not stated),21,5,32,-1,14,27
CC(=O)CC[N+]1=CC2CCCC(C2)C1 (configuration not stated),-5,6,-10,6,-2,15
O=C(COc1ccc(Cl)cc1)NCc1cccc(NC(=O)c2ccc(S(=O)(=O)F)cc2)c1,-13,-27,14,0,-10,8
CCCCN(CCCC)CC(O)c1ccc(Br)cc1 (configuration not stated),54,17,44,29,15,33
Nc1nnc(N)n1N,-8,-20,-2,2,-21,16
c1ccc(CCN2CCOCC2)nc1,-9,52,4,5,2,17
CSc1sc2ccccc2[s+]1,0,11,3,10,-5,-11
CCOP(=O)(OCC)/C(C#N)=C/c1cc(O)ccc1O,-52,-10,-46,-48,-35,-34
CC(=O)[O-].CC(=O)[O-].O=C(N/N=C/c1cc(Cl)cc(Cl)c1[OH2+])c1ccncc1.[Co+2],58,26,74*,48,62,52
NNC(=O)Nc1ccc([N+](=O)[O-])cc1[N+](=O)[O-],35,20,20,38,0,64

Following part
Molecule,yeast sgs1 mgt1,yeast cln2 rad14,yeast mlh1 rad18,yeast bub3,yeast mec2-1,rad50
CC1CC(Br)C(=O)O1 (configuration not stated),88*,85*,84*,88*,92*,87*
CC(=O)c1ccc(N2CCNCC2)cc1,-4,17,-22,-14,-50,-28
CC(=O)OCC1OC(OC(C)C)[CH]([Hg][S]Cc2ccccc2)C(OC(C)=O)C1OC(C)=O (configuration not stated),45,97*,46,98*,58,55
COc1cc(N(CCCl)CCCl)ccc1/C=N\NC(=O)c1cccnc1,-12,4,5,4,-4,12
CC12CCC3C(CCC4(C)CC(OC(=O)Cc5ccc(N(CCCl)CCCl)cc5)CCC34C)C1CCC2=O (configuration not stated),-2,-1,4,-5,3,-10
O=C1NC(=S)N/C1=C\c1ccccc1O,-27,-41,2,0,-22,-34
CSc1ncc(SC)c(N2CC2)n1,-7,-12,-23,-9,-31,-22
CC1CCC2NCCNC2C1 (configuration not stated),-9,5,23,1,7,2

4 entries already listed, arranged by molecular weight, smallest number first.
Molecule,yeast sgs1 mgt1,yeast cln2 rad14,yeast mlh1 rad18,yeast bub3,yeast mec2-1,rad50
CC(=O)c1ccc(N2CCNCC2)cc1,-4,17,-22,-14,-50,-28
CSc1ncc(SC)c(N2CC2)n1,-7,-12,-23,-9,-31,-22
COc1cc(N(CCCl)CCCl)ccc1/C=N\NC(=O)c1cccnc1,-12,4,5,4,-4,12
CC12CCC3C(CCC4(C)CC(OC(=O)Cc5ccc(N(CCCl)CCCl)cc5)CCC34C)C1CCC2=O (configuration not stated),-2,-1,4,-5,3,-10

(next part)
Molecule,yeast sgs1 mgt1,yeast cln2 rad14,yeast mlh1 rad18,yeast bub3,yeast mec2-1,rad50
CC(=O)OC1CCC23COC(CC4C5CCC(Oc6ccccc6)C5(C)CCC42)C3(Br)C1 (configuration not stated),5,9,-8,-1,-31,-22
CC[N+](CC)(CC)CC.[C-]#[O+].[C-]#[O+].[C-]#[O+].[Cr+4].[c-]1[c-][c-][cH-][c-]1,9,-11,-6,7,12,11
CC(C)C1=CC23CCC4C(C)(C(=O)O)CCCC4(C)C2CC1OO3 (configuration not stated),99*,90*,95*,100*,99*,99*
CC(C)C1(NC(=O)C2C=C3c4cccc5[nH]cc(c45)CC3N(C)C2)OC2(O)C3CCCN3C(=O)C(Cc3ccccc3)N2C1=O (configuration not stated),98*,94*,97*,97*,97*,96*
N#CC1CCCCC1,0,-4,2,5,-5,0
O=[N+]([O-])c1ncc[nH]1,12,3,15,8,-20,7
O=[N+]([O-])[O][Tl]([c]1ccccc1)[c]1ccccc1,49,20,8,52,21,15
Cc1nc2ccccc2c(=O)n1-c1ccc([N+](=O)[O-])cc1,-10,-6,20,10,14,-6

New compounds follow:
Molecule,yeast sgs1 mgt1,yeast cln2 rad14,yeast mlh1 rad18,yeast bub3,yeast mec2-1,rad50
C=CCOCC1CO1 (configuration not stated),11,-9,16,-2,-5,9
O=C(O)C(Cl)(Cl)Cl,-16,14,21,-17,-23,-1
O=C1C(C(Nc2ccccc2)c2ccccc2)=C([O-])c2ccccc21.O=C1C(C(Nc2ccccc2)c2ccccc2)=C([O-])c2ccccc21.[Ni+2] (configuration not stated),37,56,63,74*,71*,63
OCC(Br)CBr (configuration not stated),-4,-63,-4,-12,0,41
O=P(O)(O)CCCP(=O)(O)O.[Zn+2],-7,-6,29,-13,-27,-11
O=C1NC(=O)C(Cc2ccc3c(c2)OCO3)C(=O)N1,5,-63,8,7,-10,-6
COc1ccc2ccc3oc([N+](=O)[O-])cc3c2c1,-24,-14,-36,-36,26,15
C(/COc1cccnc1)=N\NC1=NCCN1,-45,4,-36,-22,-30,-12

Next section:
Molecule,yeast sgs1 mgt1,yeast cln2 rad14,yeast mlh1 rad18,yeast bub3,yeast mec2-1,rad50
COc1cc(/C=C\[N+](=O)[O-])ccc1O,99*,99*,99*,99*,100*,99*
CCCCCCCC1(c2ccc(N)cc2)CCC(=O)NC1=O (configuration not stated),54,34,37,56,28,73*
C/C=C1\C[C@@H]2C(OC)Nc3cc(O)c(OC)cc3C(=O)N2C1 (some centres not stated),84*,57,32,81*,71*,78*
CC1NC(=O)C(NC(=O)c2cnc3ccccc3n2)COC(=O)C(C(C)C)N(C)C(=O)C2CSSCC(C(=O)N(C)C(C(C)C)C(=O)OCC(NC(=O)c3cnc4ccccc4n3)C(=O)NC(C)C(=O)N2C)N(C)C1=O (configuration not stated),90*,87*,90*,88*,91*,87*
O=C1NC(=O)C(=O)C(=O)N1,-2,-32,0,1,8,-16
O=C(CCl)Nc1cccc(Cl)c1,88*,68,95*,94*,90*,92*
CC[N+](CC)(CC)CC,-2&7,2&-10,-5&-16,-1&1,-18&2,-6&-17
CC(C)(C)N1OC1C(Cl)(Cl)Cl (configuration not stated),-23,-18,10,-5,-10,-21

New compounds follow:
Molecule,yeast sgs1 mgt1,yeast cln2 rad14,yeast mlh1 rad18,yeast bub3,yeast mec2-1,rad50
COc1ccc(P2(=S)Oc3ccc(C(c4ccccc4)(c4ccccc4)c4ccccc4)cc3O2)cc1 (configuration not stated),55,63,58,49,64,39
C=CCN(CC=C)C1CCOC(OC)C1O (configuration not stated),-9,-5,-14,-12,-20,-19
c1ccc2c(c1)[O][Sn][O]2,40,99*,99*,99*,99*,99*
CN(C(=O)/C=C/c1ccc([N+](=O)[O-])cc1)c1ccc(S(=O)(=O)F)cc1,10,-3,20,31,10,12
C/C=C/COC(=O)CO[N+](=O)[O-],-5,-13,0,0,-4,2
CC1(c2cccc(N(CCCl)CCCl)c2)NC(=O)NC1=O (configuration not stated),13,4,40,20,27,25
O=S(=O)(c1ccccc1)N1C2CCCC21 (configuration not stated),7,-3,-22,8,3,14
Cc1oc2c([N+](=O)[O-])cccc2c1[N+](=O)[O-],100*,99*,100*,52,100*,100*

Later entries
Molecule,yeast sgs1 mgt1,yeast cln2 rad14,yeast mlh1 rad18,yeast bub3,yeast mec2-1,rad50
O=C1C=C(Cl)C(=O)C(Cl)=C1,99*,92*,99*,99*,99*,99*
C[C@]12CCNC(=O)C=C1CC[C@@H]1C2CC[C@@]2(C)C1CC[C@@H]2O (some centres not stated),4,10,21,-10,-6,-29
C/C(=C\COc1ccc2ccc(=O)oc2c1)C1=CC(=O)C(C)(C)O1,19,10,12,-15,-17,-3
C[N+]1(C)CCN(c2ccccc2)CC1,-12,14,-5,-9,-30,19
S=P(c1ccccc1)(c1ccccc1)N1CCCCC1,50,3,21,39,27,35
CC(=O)Nc1ccccc1[As](O[As](c1ccccc1)c1ccccc1NC(C)=O)c1ccccc1 (configuration not stated),100*,99*,100*,100*,100*,100*
CC(Br)C(=O)O (configuration not stated),23,-12,31,-1,2,-36
Nc1cc(C(=O)O)ccc1O.[Cl][Sn][Cl],-6,-46,-19,-2,-4,2

The listing continues.
Molecule,yeast sgs1 mgt1,yeast cln2 rad14,yeast mlh1 rad18,yeast bub3,yeast mec2-1,rad50
O=C(CN1CCOCC1)c1ccc([N+](=O)[O-])cc1,-2,6,16,-1,-5,23
BrCC[N+]12CC[N+](CCBr)(CC1)C2,89*,86*,87*,87*,90*,86*
CCC1(Sc2ncnc3c2ncn3C2OC(CO)C(O)C2O)C(=O)NC(=O)NC1=O (configuration not stated),-8,17,-7,-6,3,4
CCN1/C(=C\c2ccc3cc(C)ccc3[n+]2CC)[Se]c2ccccc21,100*,99*,100*,97*,99*,99*
CCC1(CCC(C)C)C(=O)NC(=S)N(C)C1=O (configuration not stated),18,-30,19,-6,3,27
N#CC(N)c1ccccc1 (configuration not stated),17,1,13,14,-15,14

One compound at a time, from the list above.
`COc1ccc(P2(=S)Oc3ccc(C(c4ccccc4)(c4ccccc4)c4ccccc4)cc3O2)cc1` (configuration not stated) is listed as yeast sgs1 mgt1: 55; yeast cln2 rad14: 63; yeast mlh1 rad18: 58; yeast bub3: 49; yeast mec2-1: 64; rad50: 39
`BrCC[N+]12CC[N+](CCBr)(CC1)C2` is listed as yeast sgs1 mgt1: 89*; yeast cln2 rad14: 86*; yeast mlh1 rad18: 87*; yeast bub3: 87*; yeast mec2-1: 90*; rad50: 86*
`CC(Br)C(=O)O` (configuration not stated) is listed as yeast sgs1 mgt1: 23; yeast cln2 rad14: -12; yeast mlh1 rad18: 31; yeast bub3: -1; yeast mec2-1: 2; rad50: -36

This is a subset; the hit share may differ from the screen's.
